Fh CTSL1 inh: cathepsin L1 inhibition, PFM18AAP counter-screen | recombinant F. hepatica cathepsin L1, Z-Leu-Arg-MCA fluorescence | inhibition, % at 5.96 µM | 300,000 compounds, 0.49% hits | AID 1906;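 active = inhibition above the mean of all tested compounds plus 3 SD, set per screening campaign, cut at about 17% in these data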;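 note: 0% = plate median of test compound wells and 100% = 1 µM Z-Phe-Ala-diazomethylketone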
JMJD2C inh: blocks human GASC-1 demethylase activity; AID 2099; GST-JMJD2C(1-420) H3K9me3 demethylation, DELFIA europium; inhibition, % at 2.35 µM; Q9H3R0; 330,000 compounds, 0.069% hits;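 active = more than half of a compound's replicate wells show inhibition beyond 50%, single wells judged on their own value; inconclusive = some, but no more than half, of replicates pass 50% inhibition; inactive = no replicate passes 50% inhibition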;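 note: signal counts dimethyl H3K9 product captured on neutravidin plate; 0% = median of DMSO wells and 100% = 0.3 times that DMSO median; strong numbers were not always called active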
HCV core dimer: blocks dimerization of HCV core protein | inhibition, % at 5 µM | TR-FRET GST/Flag-core106 dimerization, 1536-well | 300,000 compounds, 0.33% hits;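 active = inhibition above the mean of all tested compounds plus 3 SD, set per screening campaign, cut at about 45% in these data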
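Assay system – GST-tagged and Flag-tagged HCV core protein residues 1-106 · Quantity – core106 proteins, GST 13.5 nM and Flag 17 nM · Benchmarks – unlabelled core106 and no-GST-core106 wells · Read-out basis – percent inhibition of core106 dimerization signal · Detection – time-resolved FRET, ex 340 nm, em 617 and 671 nm · Schedule – 4 h at 22.5 °C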
LYPLA2 inh: counter-screen for PME1 inhibitors: inhibitors of human LYPLA2; 320,000 compounds, 0.38% hits; inhibition, % at 5.9 µM; AID 2177; recombinant LYPLA2, FP-Rh probe fluorescence polarization;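 active = inhibition above the screen-wide mean plus 3 SD, limit set per campaign, cut at about 26% in these data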;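 note: 0% = LYPLA2 with DMSO and 100% = wells lacking LYPLA2 enzyme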
Target sequence (O95372 whole entry, looked up): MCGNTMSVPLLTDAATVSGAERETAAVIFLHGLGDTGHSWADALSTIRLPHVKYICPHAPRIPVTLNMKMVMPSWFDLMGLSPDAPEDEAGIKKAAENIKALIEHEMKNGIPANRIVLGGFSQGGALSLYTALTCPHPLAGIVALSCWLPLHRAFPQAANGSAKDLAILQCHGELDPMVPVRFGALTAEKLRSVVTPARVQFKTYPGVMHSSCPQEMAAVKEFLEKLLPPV
PP5 inh: blocks human protein phosphatase 5 activity; P53041; purified PP5c, OMFP substrate fluorescence; inhibition, % at 6.7 µM; 320,000 compounds, 0.18% hits; AID 1987;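 active = inhibition above the campaign's mean inhibition across all tested compounds plus 3 SD, cut at about 9.5% in these data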;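 note: 0% = DMSO only and 100% = 100 µM cantharidin control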
Target sequence (P53041 whole entry, looked up): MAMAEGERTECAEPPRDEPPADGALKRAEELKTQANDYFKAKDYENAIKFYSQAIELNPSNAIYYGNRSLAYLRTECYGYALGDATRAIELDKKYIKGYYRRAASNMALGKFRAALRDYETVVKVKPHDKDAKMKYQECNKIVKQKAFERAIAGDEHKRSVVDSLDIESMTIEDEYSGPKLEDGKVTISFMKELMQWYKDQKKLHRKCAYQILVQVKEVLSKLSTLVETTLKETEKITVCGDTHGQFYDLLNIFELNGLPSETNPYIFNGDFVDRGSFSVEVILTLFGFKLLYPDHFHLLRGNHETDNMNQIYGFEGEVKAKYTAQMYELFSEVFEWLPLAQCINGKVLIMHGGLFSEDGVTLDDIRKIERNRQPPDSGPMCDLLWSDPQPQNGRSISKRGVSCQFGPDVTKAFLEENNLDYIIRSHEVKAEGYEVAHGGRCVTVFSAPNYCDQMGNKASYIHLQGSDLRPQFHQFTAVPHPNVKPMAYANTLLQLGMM
TPT1 inh: inhibitors of Candida albicans tRNA 2'-phosphotransferase TPT1; recombinant caTPT1, FP RNA substrate dephosphorylation; inhibition, % at 5 µM; 300,000 compounds, 0.81% hits;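 active = inhibition above the mean of all tested compounds plus 3 SD, set per screening campaign, cut at about 24% in these data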;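 note: plate controls were DMSO alone for no effect and ferristatin control at 100 nM for full effect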
Efflux pump inh: antifungal efflux pump inhibition, Nile Red retention; inhibition, % at 10 µM; S. cerevisiae Candida pump triplex; AID 485275; 330,000 compounds, 0.44% hits;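 active = plate passing quality check with inhibition over a set limit, or well fluorescence over plate mean plus 4 SD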;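 note: Nile Red retained in pooled yeast measured as flow cytometry median fluorescence; 0% = buffer negative control and 100% = Enniatin B positive control; higher means more Nile Red kept so more efflux inhibition; some compounds called inactive have numbers as strong as hits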
PP1 inh: counter-screen for PP5 inhibitors: inhibitors of human PP1-alpha | P62136 | purified PP1alpha, OMFP fluorescence | inhibition, % at 6.7 µM | 320,000 compounds, 0.9% hits;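 active = inhibition above the mean inhibition of all tested compounds plus 3 SD, computed separately for each screening campaign, cut at about 15% in these data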
Target sequence (P62136 whole entry, looked up): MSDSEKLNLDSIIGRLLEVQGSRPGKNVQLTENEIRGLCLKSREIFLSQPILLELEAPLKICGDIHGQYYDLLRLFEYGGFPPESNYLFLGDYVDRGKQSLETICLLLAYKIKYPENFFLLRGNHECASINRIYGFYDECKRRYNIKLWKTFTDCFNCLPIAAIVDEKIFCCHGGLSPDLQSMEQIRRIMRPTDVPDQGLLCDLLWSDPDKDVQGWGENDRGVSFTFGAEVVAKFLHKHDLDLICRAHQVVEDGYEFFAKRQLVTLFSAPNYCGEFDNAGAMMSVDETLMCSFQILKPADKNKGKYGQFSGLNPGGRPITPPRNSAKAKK
PREPL inhibitor: inhibitors of human prolyl oligopeptidase-like enzyme PREPL; Q4J6C6; recombinant PREPL, fluorescence polarization activity-based probe; inhibition, % at 5.96 µM; 320,000 compounds, 0.68% hits; in the data active = inhibition above about 43%;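 note: 0% = enzyme with DMSO and 100% = wells lacking enzyme; many of its hits are not listed in these tables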
* = called active by the depositor. This is a subset; rates above refer to the full screens.

For O=C(NNC(=O)c1ccccc1-n1cccc1)c1ccc(Cl)nc1 the results were LYPLA2 inh 5, PP5 inh -1.4, Efflux pump inh 0.1, PP1 inh -9 and PREPL inhibitor 1.
CC1=C(C(=O)Nc2ccccc2C)C(c2ccc(C)o2)N2C(=O)CSC2=N1 (stereo not given) was read as Fh CTSL1 inh -2, JMJD2C inh 1, HCV core dimer 3, LYPLA2 inh 1, PP5 inh -1.1, TPT1 inh 1, Efflux pump inh 0.1, PP1 inh 3 and PREPL inhibitor 6.
Cc1cc(/C=N/n2cnnc2)c(C)n1-c1ccc(OCc2ccc(Cl)cc2Cl)cc1 was read as Fh CTSL1 inh 3, JMJD2C inh -6, HCV core dimer 15, LYPLA2 inh 14, PP5 inh 2.0, TPT1 inh -3, Efflux pump inh 0.1, PP1 inh 27* and PREPL inhibitor 15.
Screening Cn1c(=O)c2c(ncn2CC(COCc2ccccc2Cl)OCc2ccccc2Cl)n(C)c1=O (stereo not given) returned Fh CTSL1 inh -3, JMJD2C inh 0, HCV core dimer 5, LYPLA2 inh -3, PP5 inh 0.6, TPT1 inh -3, Efflux pump inh -0.1, PP1 inh 3 and PREPL inhibitor 21.
Screening COC(=O)C1=C(C)N(Cc2ccccc2)C(=NCc2cc(OC)c(OC)c(OC)c2)N[C@H]1c1ccccc1 returned Fh CTSL1 inh 0, JMJD2C inh -3, HCV core dimer -14, LYPLA2 inh 4, PP5 inh 0.5, TPT1 inh -1, Efflux pump inh 0.0, PP1 inh -1 and PREPL inhibitor 23.
For Cc1cccc(CC(C)NC(=O)CCc2nnc(-c3ccccc3)o2)n1 (stereo not given) the results were Fh CTSL1 inh -4, JMJD2C inh -3, HCV core dimer -1, LYPLA2 inh 3, PP5 inh -2.4, TPT1 inh -1, Efflux pump inh -0.1, PP1 inh -4 and PREPL inhibitor -2.
Cc1cc(Br)ccc1NC(=O)CNC(=O)COc1ccccc1C was read as Fh CTSL1 inh -2, JMJD2C inh 1, HCV core dimer -4, LYPLA2 inh 2, PP5 inh 1.4, TPT1 inh 2, Efflux pump inh -0.1, PP1 inh 4 and PREPL inhibitor -4.
Screening O=C(CC1CCS(=O)(=O)C1)NC1CCCCC1 (stereo not given) returned Fh CTSL1 inh -2, JMJD2C inh -3, HCV core dimer 1, LYPLA2 inh 1, PP5 inh -0.6, TPT1 inh -7, Efflux pump inh 0.0, PP1 inh 0 and PREPL inhibitor 1.
CC(=O)Nc1ccc2c(c1)OCCOCCOc1cc(NC(C)=O)ccc1OCCOCCOCCO2 was read as Fh CTSL1 inh 0, JMJD2C inh -3, HCV core dimer -2, LYPLA2 inh 0, PP5 inh -0.2, TPT1 inh -6, Efflux pump inh -0.1, PP1 inh -4 and PREPL inhibitor 11.
Screening Cc1ccc(S(=O)(=O)NCC(=O)Nc2ccc(C(F)(F)F)cc2)cc1 returned Fh CTSL1 inh 2, JMJD2C inh 6, HCV core dimer 0, LYPLA2 inh -8, PP5 inh 3.3, TPT1 inh 0, Efflux pump inh 0.4, PP1 inh -2 and PREPL inhibitor -25.
`COc1ccc(CNC(=O)c2ccc(Cn3nc(C)c([N+](=O)[O-])c3C)o2)cc1` gave Fh CTSL1 inh 1, JMJD2C inh 22, HCV core dimer 0, LYPLA2 inh 9, PP5 inh 0.8, TPT1 inh 2, Efflux pump inh 0.2, PP1 inh 0 and PREPL inhibitor 8.
O=C(CSc1nc2ccccc2s1)N/N=C/c1ccc(C(=O)O)cc1 was read as Fh CTSL1 inh 1, JMJD2C inh 1, HCV core dimer 0, LYPLA2 inh -3, PP5 inh 2.4, TPT1 inh -3, Efflux pump inh 0.3, PP1 inh -1 and PREPL inhibitor -6.
Screening CCCCCCSc1ccc([C@@H]2[C@H]3C(=O)N(C)C(=O)[C@H]3[C@]3(C(=O)OC)CCCCN23)cc1OC returned Fh CTSL1 inh 2, JMJD2C inh -1, HCV core dimer 11, LYPLA2 inh 0, PP5 inh 2.4, TPT1 inh 5, Efflux pump inh 0.0, PP1 inh 2 and PREPL inhibitor -1.
Screening CC(Oc1ccccc1)C(=O)Nc1nc(-c2ccncc2)cs1 (stereo not given) returned JMJD2C inh -3, LYPLA2 inh -4, PP5 inh 2.0, Efflux pump inh 0.0, PP1 inh 2 and PREPL inhibitor -5.
Screening CCOc1cc(-c2c(C#N)c(N)nc3c2CCCC3C)ccc1O (stereo not given) returned Fh CTSL1 inh 0, JMJD2C inh -2, HCV core dimer 6, LYPLA2 inh 2, PP5 inh 0.6, TPT1 inh 3, Efflux pump inh 0.2, PP1 inh 3 and PREPL inhibitor -3.
O=C(NCCN1CCCC1=O)C1CCC(=O)N(CCc2cccc(F)c2)C1 (stereo not given) was read as Fh CTSL1 inh -3, JMJD2C inh 6, HCV core dimer 16, LYPLA2 inh 2, PP5 inh 0.6, TPT1 inh -1, Efflux pump inh 0.0, PP1 inh -1 and PREPL inhibitor 1.
O=C(CNC(=O)c1cccs1)N/N=C/c1ccc(Cl)cc1 was read as Fh CTSL1 inh -2, JMJD2C inh 14, HCV core dimer 1, LYPLA2 inh 0, PP5 inh 3.9, TPT1 inh 2, Efflux pump inh -0.1, PP1 inh -2 and PREPL inhibitor 3.
For CCCc1ccc(OCc2ccc(C(=O)Nc3cccc(C)n3)o2)c(OC)c1 the results were Fh CTSL1 inh 4, JMJD2C inh -2, HCV core dimer 13, LYPLA2 inh 6, PP5 inh 4.5, TPT1 inh -1, Efflux pump inh 0.1, PP1 inh 2 and PREPL inhibitor -10.
COCCNC(=O)/C(C#N)=C/c1ccccc1Br was read as Fh CTSL1 inh -2, JMJD2C inh -7, HCV core dimer 1, LYPLA2 inh 5, PP5 inh -0.3, TPT1 inh 1, Efflux pump inh 0.1, PP1 inh 7 and PREPL inhibitor -4.
COc1ccccc1N1CCN(CC(=O)c2c[nH]c3ccccc23)CC1 was read as Fh CTSL1 inh -5, JMJD2C inh -5, HCV core dimer 1, LYPLA2 inh 2, PP5 inh 0.5, TPT1 inh 0, Efflux pump inh -0.1, PP1 inh -4 and PREPL inhibitor 10.
`OC(COc1cccc2ccccc12)CN1CCN(c2cccc(Cl)c2)CC1` (stereo not given) gave Fh CTSL1 inh -4, JMJD2C inh -19, HCV core dimer 6, LYPLA2 inh 35*, PP5 inh 3.7, TPT1 inh -4, Efflux pump inh 0.4, PP1 inh -1 and PREPL inhibitor 27.
Screening [O-]/[N+](=C\c1ccc(F)cc1)c1ccccc1 returned Fh CTSL1 inh 0, JMJD2C inh 9, HCV core dimer -5, LYPLA2 inh -3, PP5 inh 0.2, TPT1 inh -1, Efflux pump inh 0.0, PP1 inh -1 and PREPL inhibitor 12.
For C=CCSc1nnc(NC(=O)C2CSC3(C)CCC(=O)N23)s1 (stereo not given) the results were Fh CTSL1 inh -1, JMJD2C inh 3, HCV core dimer 1, LYPLA2 inh 3, PP5 inh 0.4, TPT1 inh 2, Efflux pump inh 0.1, PP1 inh -6 and PREPL inhibitor 1.
`O=C(Nc1cccc(F)c1)NC1(C(=O)N2CCC(O)CC2)CCCCC1` gave Fh CTSL1 inh -5, JMJD2C inh 4, HCV core dimer 6, LYPLA2 inh -1, PP5 inh -0.3, TPT1 inh -5, Efflux pump inh -0.1, PP1 inh -2 and PREPL inhibitor 2.
`O=c1[nH][nH]c(-c2ccccc2)c1C=Nc1ccccc1Cl` gave Fh CTSL1 inh 0, JMJD2C inh 0, HCV core dimer 1, LYPLA2 inh 2, PP5 inh 0.6, TPT1 inh 3, Efflux pump inh 0.0, PP1 inh 2 and PREPL inhibitor -2.
COc1cccc(-c2cc(C(=O)N/N=C/c3cccc(OC)c3OC)c3ccccc3n2)c1 was read as Fh CTSL1 inh 2, JMJD2C inh -5, HCV core dimer 7, LYPLA2 inh -53, PP5 inh -0.2, TPT1 inh 1, Efflux pump inh 0.0, PP1 inh -1 and PREPL inhibitor -5.
For Cc1cc(N2CCN(S(=O)(=O)c3ccc4c(c3)OCCO4)CC2)n2ncnc2n1 the results were Fh CTSL1 inh 7, JMJD2C inh 9, HCV core dimer -2, LYPLA2 inh 2, PP5 inh 2.5, TPT1 inh 0, Efflux pump inh -0.1, PP1 inh -2 and PREPL inhibitor 8.
Cc1ccc(S(=O)(=O)Cc2cccc(C(=O)N3CCOCC3)c2)cc1 was read as Fh CTSL1 inh 5, JMJD2C inh 5, HCV core dimer 1, LYPLA2 inh 10, PP5 inh -1.8, TPT1 inh 2, Efflux pump inh 0.1, PP1 inh -2 and PREPL inhibitor 15.
`COc1ccc(C(=O)CN2C(=O)c3ccccc3C2=O)c(OC)c1` gave Fh CTSL1 inh 2, JMJD2C inh -29, HCV core dimer 0, LYPLA2 inh 15, PP5 inh 3.7, TPT1 inh -3, Efflux pump inh 0.1, PP1 inh -2 and PREPL inhibitor 0.
CN(CC(=O)Nc1ccc2c(c1)OCO2)S(=O)(=O)c1ccc2c(c1)CCC(=O)N2 was read as Fh CTSL1 inh 1, JMJD2C inh 1, HCV core dimer 2, LYPLA2 inh -2, PP5 inh -2.4, TPT1 inh -1, Efflux pump inh -0.1, PP1 inh -1 and PREPL inhibitor -3.
`CC(NC(=O)c1ccc(Cl)cc1)c1nnc(SCC(=O)NC2=NCCS2)n1C` (stereo not given) gave Fh CTSL1 inh -3, JMJD2C inh -49, HCV core dimer -13, LYPLA2 inh 1, PP5 inh 2.4, TPT1 inh -4, Efflux pump inh -0.1, PP1 inh 4 and PREPL inhibitor 6.
`CSc1nnc(-c2ccc(S(=O)(=O)N3CCOCC3)cc2)n1C` gave Fh CTSL1 inh 2, JMJD2C inh -9, HCV core dimer -14, LYPLA2 inh 0, PP5 inh 1.1, TPT1 inh -3, Efflux pump inh -0.4, PP1 inh 0 and PREPL inhibitor -9.
Screening CN1CCN(c2ccc(NC(=O)c3ccc4c(c3)OCO4)cc2)CC1 returned Fh CTSL1 inh -1, JMJD2C inh 8, HCV core dimer -10, LYPLA2 inh -3, PP5 inh -0.8, TPT1 inh 2, Efflux pump inh 0.1, PP1 inh 0 and PREPL inhibitor 2.
For O=C(Oc1cc(=O)n2ccccc2n1)c1ccccc1 the results were Fh CTSL1 inh -5, JMJD2C inh -7, HCV core dimer 2, LYPLA2 inh 0, PP5 inh 0.2, TPT1 inh 4, Efflux pump inh 0.2, PP1 inh 0 and PREPL inhibitor -5.
`O=c1oc2ccccc2c(N2CCCCC2)c1CN1CCCC1` gave Fh CTSL1 inh 6, JMJD2C inh inconclusive, HCV core dimer -4, LYPLA2 inh 3, PP5 inh 1.4, TPT1 inh 0, Efflux pump inh -0.2, PP1 inh -1 and PREPL inhibitor 9.
`CC1=CCCC(C)(C)C1/C=C/C(C)=N/NC(=O)c1ccncc1` (stereo not given) gave Fh CTSL1 inh 3, JMJD2C inh -5, HCV core dimer 3, LYPLA2 inh 6, PP5 inh -1.7, TPT1 inh -2, Efflux pump inh -0.3, PP1 inh 1 and PREPL inhibitor 0.
`CCN(CC(=O)Nc1ccc(NC(C)=O)cc1)C(=O)c1ccc(=O)n(C)n1` gave JMJD2C inh -9, LYPLA2 inh 0, PP5 inh -2.8, Efflux pump inh -0.1, PP1 inh -1 and PREPL inhibitor 2.
Cc1cc(NC(=O)CCN2C(=O)C3C4CCC(C4)C3C2=O)c(C)cc1Br (stereo not given) was read as Fh CTSL1 inh -2, JMJD2C inh 5, HCV core dimer 1, LYPLA2 inh 5, PP5 inh -1.9, TPT1 inh 2, Efflux pump inh -0.1, PP1 inh -4 and PREPL inhibitor 10.

Bioassay records as filed in PubChem.
